Compound activity (PubChem)
SR-BI HDL uptake = inhibitors of SR-BI mediated HDL lipid uptake, primary screen, ldlA[mSR-BI] cells, fluorescence, single point | Scavenger receptor class B member 1 (Mus musculus), Q61009 | ldlA[mSR-BI] CHO cells, DiI-HDL uptake fluorescence, 3 h | inhibition, % at 12.5 µM | actives 0.96% (n = 320,000) | AID 488896, 2010;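 active means mean replicate inhibition of at least 70% and a set share of replicates each scoring 70 or more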;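 further: 0% = median of neutral control wells and 100% = median of positive control wells; values of inactives mirror those of a sister screen read the other way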
DSG3 Ab inh = inhibitors of pemphigus antibody binding to DSG3, primary screen, biochemical, bead-based, flow cytometry, scFv-GFP | AID 588358, 2011 | actives 0.48% (n = 310,000) | Desmoglein-3 (Homo sapiens), P32926 | DSG3-coupled beads, scFv-anti-DSG3-GFP binding; stronger effect = lower value | binding (percent of control), % at 10 µM;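 active means binding more than 3 SD below its plate's average and above zero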;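 further: hits lower antibody fragment binding to DSG3; some compounds called inactive have numbers as strong as hits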
NSD2 HMT inh = NSD2 histone methyltransferase inhibitors, primary screen, biochemical, AlphaScreen, single concentration, set 2; actives 0.54% (n = 310,000); Histone-lysine N-methyltransferase NSD2 (Homo sapiens), O96028; inhibition, % at 12.5 µM; NSD2 peptide methylation, 120 min; in the data active means inhibition above about 50%
PKA-R2B act = activators of PKA-R2B holoenzyme, primary screen, biochemical, fluorescence polarization, Cy5-IP20, human; activation, % at 11.4 µM; PKA-R2B holoenzyme dissociation; R2B truncated from residue 108, S112A mutant; 0% DMSO only, 100% 113 µM cGMP; cAMP-dependent protein kinase catalytic subunit beta (Homo sapiens) + cAMP-dependent …; actives 0.079% (n = 340,000);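 active means activation above a cutoff set at the mean over all compounds plus 3 SD, cut at about 18% in these data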;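 further: higher means more holoenzyme dissociation and a rise in polarization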
dFosB activator = activators of delta FosB homodimer, primary screen, biochemical, fluorescence polarization, TAMRA-CDK5 oligo, single point. actives 0.99% (n = 340,000). Protein FosB (Mus musculus), P13346. activation, % at 25 µM. purified delta FosB; percent of positive-control signal above neutral wells. AID 493131, 2011;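 active means mean activation above about 17%, with every replicate also reaching it, limit read from the data, passing the limit was not always enough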;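 further: fluorescence polarization rise as delta FosB binds a TAMRA Cdk5 AP-1 oligo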
Target sequence (P13346 whole entry, looked up): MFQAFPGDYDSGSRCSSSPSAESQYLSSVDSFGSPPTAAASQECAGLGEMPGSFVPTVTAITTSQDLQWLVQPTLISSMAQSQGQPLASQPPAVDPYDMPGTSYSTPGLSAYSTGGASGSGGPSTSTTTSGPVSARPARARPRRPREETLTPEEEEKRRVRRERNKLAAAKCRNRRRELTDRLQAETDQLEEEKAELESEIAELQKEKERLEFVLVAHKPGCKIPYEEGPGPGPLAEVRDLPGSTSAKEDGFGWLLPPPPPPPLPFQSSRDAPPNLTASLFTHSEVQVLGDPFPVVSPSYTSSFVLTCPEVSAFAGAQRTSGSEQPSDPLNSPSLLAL
CDK5 p35 inh = inhibitors of human CDK5/p35 kinase, primary screen, biochemical, single concentration | Cyclin-dependent kinase 5 (Homo sapiens) + Cyclin-dependent kinase 5 activator 1 (Homo … | Recombinant CDK5/p35, ADP-Glo luminescence, 60 min | inhibition, % at 10 µM | actives 0.01% (n = 330,000) | AID 488839, 2010;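 active means highest replicate inhibition of at least 50% and at least 75% of replicates reaching 50%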;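 further: plate controls were DMSO neutral control for no effect and GW8510 at 10 µM for full effect; many of its hits are not listed in these tables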
Target sequence (Q00535 whole entry, looked up): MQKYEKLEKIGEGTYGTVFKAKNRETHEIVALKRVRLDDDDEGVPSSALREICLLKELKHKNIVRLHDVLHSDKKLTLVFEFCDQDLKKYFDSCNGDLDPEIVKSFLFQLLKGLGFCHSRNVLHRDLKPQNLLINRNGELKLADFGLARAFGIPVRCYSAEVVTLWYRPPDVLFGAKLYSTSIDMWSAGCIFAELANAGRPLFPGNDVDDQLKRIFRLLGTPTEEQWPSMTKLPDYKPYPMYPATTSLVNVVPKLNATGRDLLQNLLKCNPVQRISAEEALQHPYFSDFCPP
Target sequence (Q15078 whole entry, looked up): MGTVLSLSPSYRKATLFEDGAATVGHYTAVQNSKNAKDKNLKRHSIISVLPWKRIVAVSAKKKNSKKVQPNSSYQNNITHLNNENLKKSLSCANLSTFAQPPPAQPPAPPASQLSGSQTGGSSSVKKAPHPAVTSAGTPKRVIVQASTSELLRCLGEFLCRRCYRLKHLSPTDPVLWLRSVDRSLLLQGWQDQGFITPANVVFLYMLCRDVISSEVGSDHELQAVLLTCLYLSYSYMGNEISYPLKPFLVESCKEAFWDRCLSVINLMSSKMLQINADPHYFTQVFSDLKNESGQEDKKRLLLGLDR
SUMO Mot1 rescue = yeast Mot1-301 growth rescue at high temperature, primary screen, SUMOylation pathway inhibitor project, S. cerevisiae, ATP luminescence, 38.5C | S. cerevisiae Mot1-301 growth rescue; percent above DMSO median, 100 means doubled | growth rescue, % at 18.8 µM | actives 1% (n = 320,000) | AID 2716, 2010;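 active means every valid replicate shows activation above 250% relative to neutral control wells; inactive means the rest, any valid replicate at or below 250%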;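 further: OY570 slx delta 5 strain wells were the positive control but not used for scaling; some compounds called inactive have numbers as strong as hits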
MITF TRPM1 HTS = activators of MITF-driven TRPM1 promoter reporter, primary screen, cell-based, SK-MEL-5, luciferase, single point; SK-MEL-5 TRPM1-promoter luciferase, 24 h; % of positive control, neutral wells = 0; activation, % at 12.5 µM; actives 0.75% (n = 300,000);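 active means mean activation of at least 80% with every replicate also reaching 80%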;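 further: 0% = neutral control wells and 100% = parthenolide positive control wells; values of inactives mirror those of a sister screen read the other way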
PKA-R1A act = activators of PKA-R1A holoenzyme, primary screen, biochemical, fluorescence polarization, Cy5-IP20, bovine R1A, mouse PKAc | AID 504707, 2011 | cAMP-dependent protein kinase type I-alpha regulatory subunit (Bos taurus) + … | PKA-R1A dissociation; scaled: DMSO 0%, 113 µM cGMP 100% | activation, % at 11.4 µM | actives 0.083% (n = 340,000);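 active means percent activation above the mean of all tested compounds plus 3 SD, cut at about 19% in these data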;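 further: higher means more PKAc released from R1A so a rise in polarization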
Arr AP2 block = inhibitors of beta-arrestin/AP2 binding, primary screen, biochemical, GPCR trafficking, flow cytometry | FITC-arrestin peptide / GST-AP2 beads; AP2 beta2 appendage carries R879A mutation | inhibition, % at 10 µM | actives 0.31% (n = 340,000) | AID 504490, 2011;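 active means inhibition above a set limit, near 3 SD of compounds lacking own fluorescence, cut at about 54% in these data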;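 further: plate controls were DMSO wells for no effect and 5 µM unlabelled arrestin peptide for full effect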
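Test system: GST-tagged AP2 beta2-adaptin appendage (R879A) on 4 µm glutathione beads; also added: fluorescein-tagged arrestin peptide at 50 nM final; timing: 12 min plus 1 h, RT; signal: flow cytometry, FL1 (488/535 nm); read-out: percent drop in bead-associated FITC signal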
SR-BI uptake up = activators of SR-BI mediated DiI-HDL uptake, primary screen, ldlA[mSR-BI] CHO cells, DiI fluorescence; 3 h; 100 = double the neutral-control signal; activation, % at 12.5 µM; actives 0.096% (n = 320,000); AID 504775, 2011;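 active means mean replicate activation of at least 60% and every replicate at or above 60%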;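 further: 0% = median plate neutral-control signal and 100% = twice that signal; values of inactives mirror those of a sister screen read the other way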
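Material – SR-BI-overexpressing, LDLR-lacking CHO cells · Medium – BSA-supplemented, HEPES-buffered Ham's F12, pH 7.4 · Doses – single concentration · Times – compound with DiI-HDL co-incubation, 3 h at 37 °C · Measured by – bottom-read fluorescence, 550/595 nm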
Active calls of the source: *; i = inactive; x = no result given.

1	CCOC(=O)C1=NNC2(c3ccc(C)cc3)C(=O)N(c3ccc(Cl)cc3)C(=O)C12 (stereo not drawn)
2	C=CCn1c(COc2ccccc2F)nnc1SCC(=O)N1CC(=O)Nc2ccccc21
3	O=C(NCc1ccccn1)C(=O)NCC1OCCN1S(=O)(=O)c1ccc(Cl)cc1 (stereo not drawn)
4	COc1ccc(-c2nn(-c3ccccc3)cc2C(=O)N2CCOCC2)cc1
5	COc1ccc(C(C)=O)cc1CSc1nc(C)cc(C)n1
6	COc1cc(/C=N/NC(=O)c2ccncc2)ccc1OC(=O)c1cc(OC)c(OC)c(OC)c1
7	Cc1ccc(S(=O)(=O)C(C#N)c2nc3ccccc3nc2N2CCCC2)cc1 (stereo not drawn)
8	O=C(Nc1ccnn1C1CCN(C/C=C/c2ccc(F)cc2)CC1)C1CCCC1
assay / compound	1	2	3	4	5	6	7	8
SR-BI HDL uptake	1	11	-4	24	9	77*	-4	-11
dFosB activator	-13	-1	-1	-1	-3	-8	-12	-9
SR-BI uptake up	-1	-11	4	-24	-9	-77	4	11
MITF TRPM1 HTS	-7	-15	-7	-6	-5	4	7	-16
NSD2 HMT inh	0	-1	0	-2	0	1	x	-2
CDK5 p35 inh	-0.2	0.3	0.2	0.4	-1.0	0.2	0.7	1.9
PKA-R1A act	-11	14	5	1	-14	1	1	0
PKA-R2B act	1	-2	-5	-6	-5	1	-1	-2
Arr AP2 block	-11	-3	3	0	-19	-5	0	12
SUMO Mot1 rescue	-19	-10	-2	-1	258	3	-11	-12
DSG3 Ab inh	80	97	103	101	79	x	148	100

9	CN(CCCN1CCCCC1)C(=O)c1cc(COc2ccc(F)cc2F)on1
10	CN1CCC23c4ccccc4NC1C21CCN(C)C3Nc2ccccc21
11	CCCCc1cc(=O)oc2c(CN3CCN(C)CC3)c(O)ccc12
12	CCOC(=O)Cc1csc(NC(=O)c2ccc3ncsc3c2)n1
13	COc1cccc(CNCCO)c1OCc1ccccc1
14	CSc1ncccc1C(=O)OCC(=O)Nc1cc(C(F)(F)F)ccc1N1CCOCC1
15	O=[N+]([O-])c1ccc(/C=N/Nc2ncccc2[N+](=O)[O-])s1
16	CC(C)OC(=O)c1cc2c(ccn2C)n1CC(=O)N(Cc1ccccc1)c1ccc(F)cc1
assay / compound	9	10	11	12	13	14	15	16
SR-BI HDL uptake	-4	-16	10	30	-14	26	25	-24
dFosB activator	0	1	0	-13	-8	-6	2	-14
SR-BI uptake up	4	16	-10	-30	14	-26	-25	24
MITF TRPM1 HTS	13	x	x	2	-6	-4	x	-10
NSD2 HMT inh	-3	x	0	-5	-2	-2	-1	-1
CDK5 p35 inh	0.0	-0.7	-2.4	4.8	-0.6	-0.8	0.7	-0.6
PKA-R1A act	-11	-2	13	-5	3	7	4	-6
PKA-R2B act	-9	10	-3	-11	0	5	-7	-8
Arr AP2 block	-11	-4	54*	45	-2	-1	-2	34
SUMO Mot1 rescue	14	1	1	6	-5	-10	-17	-11
DSG3 Ab inh	111	100	89	113	97	102	105	101

17	O=C(Oc1cccc(NC(=O)c2ccco2)c1)c1cccc(S(=O)(=O)N2CCCCC2)c1
18	CN(C)C(=O)c1ccc(NC(=O)c2ccccc2SCC(=O)N2CCCC2)cc1
19	COc1ccc(C(=O)/C(C#N)=N/Nc2ccc([N+](=O)[O-])cc2)cc1
20	Cc1cc(C)n(CC(=O)Nc2ccc3c(c2)OCO3)c(=O)c1C#N
21	O=C(N/C(=C/c1cn(-c2ccccc2)nc1-c1ccccc1)C(=O)N1CCOCC1)c1ccc(Cl)cc1Cl
22	C=C[C@@H]1c2cc(C)ccc2N(S(=O)(=O)c2ccc(C)cc2)[C@H](c2ccccc2)C1(C#N)S(=O)(=O)c1ccccc1 (stereo partly drawn)
23	CCOc1ccccc1C(=O)Nc1nnc(C(C)C)s1
24	CN1C(=O)C(C)(C)c2cc(S(=O)(=O)N3CCC(C(=O)NCc4ccc(Cl)cc4)CC3)ccc21
assay / compound	17	18	19	20	21	22	23	24
SR-BI HDL uptake	29	-21	38	-6	-16	-16	4	-30
dFosB activator	2	5	-8	4	-14	-1	-21	-11
SR-BI uptake up	-29	21	-38	6	16	16	-4	30
MITF TRPM1 HTS	x	17	-70	-5	-2	4	x	10
NSD2 HMT inh	27	x	33	-1	-1	x	x	9
CDK5 p35 inh	-0.8	-0.8	2.4	-0.9	-7.9	1.1	-0.2	-1.5
PKA-R1A act	-1	-3	6	7	-12	-2	-20	-8
PKA-R2B act	-9	0	6	-2	-13	2	-2	-4
Arr AP2 block	-2	-4	3	0	-10	-8	-4	-5
SUMO Mot1 rescue	-21	0	-4	-7	1	-7	4	-5
DSG3 Ab inh	98	98	99	102	99	100	96	100

25	CS/C(=N\NC(N)=O)c1ccccc1
26	O=C(c1cc(-c2ccccc2O)on1)N1CCCCCC1
27	O=C(OCc1nnc(-c2ccccc2)o1)c1cn(-c2ccccc2)nc1-c1ccccc1
28	Cc1ccc(C(C(=O)NCC2CCCO2)N(C(=O)c2snc(C(N)=O)c2N)c2ccc(C)c(C)c2)o1 (stereo not drawn)
29	Cc1cc(C)cc(NC(=O)C/C(N)=N/O)c1
30	COc1cc(/C=C2\SC(=O)N(Cc3ccc(F)cc3)C2=O)cc([N+](=O)[O-])c1O
31	O=C(Nc1ccc2nc(-c3ccccn3)c(-c3ccccn3)nc2c1)N1CCOCC1
32	Cc1cccc(C2N(c3nccs3)C(=O)C3CCCN32)c1 (stereo not drawn)
assay / compound	25	26	27	28	29	30	31	32
SR-BI HDL uptake	4	x	5	x	-8	7	1	-15
dFosB activator	-6	-5	-11	-23	2	3	-5	-2
SR-BI uptake up	-5	x	-5	x	8	-7	-1	15
MITF TRPM1 HTS	8	125*	12	-4	-2	-1	9	x
NSD2 HMT inh	-3	-2	x	-3	4	3	1	1
CDK5 p35 inh	x	-0.6	0.3	0.4	1.0	0.9	0.6	0.0
PKA-R1A act	-8	5	-13	2	-9	-1	-7	-14
PKA-R2B act	2	-10	-1	-4	-13	2	-14	-6
Arr AP2 block	8	30	12	-11	25	-15	-3	-6
SUMO Mot1 rescue	12	38	i	445	-29	x	10	69
DSG3 Ab inh	94	97	100	x	89	95	97	x

Pulled by compound from above, 6 records:
29	Cc1cc(C)cc(NC(=O)C/C(N)=N/O)c1
28	Cc1ccc(C(C(=O)NCC2CCCO2)N(C(=O)c2snc(C(N)=O)c2N)c2ccc(C)c(C)c2)o1 (stereo not drawn)
26	O=C(c1cc(-c2ccccc2O)on1)N1CCCCCC1
25	CS/C(=N\NC(N)=O)c1ccccc1
30	COc1cc(/C=C2\SC(=O)N(Cc3ccc(F)cc3)C2=O)cc([N+](=O)[O-])c1O
27	O=C(OCc1nnc(-c2ccccc2)o1)c1cn(-c2ccccc2)nc1-c1ccccc1
assay / compound	29	28	26	25	30	27
SR-BI HDL uptake	-8	x	x	4	7	5
dFosB activator	2	-23	-5	-6	3	-11
SR-BI uptake up	8	x	x	-5	-7	-5
MITF TRPM1 HTS	-2	-4	125*	8	-1	12
NSD2 HMT inh	4	-3	-2	-3	3	x
CDK5 p35 inh	1.0	0.4	-0.6	x	0.9	0.3
PKA-R1A act	-9	2	5	-8	-1	-13
PKA-R2B act	-13	-4	-10	2	2	-1
Arr AP2 block	25	-11	30	8	-15	12
SUMO Mot1 rescue	-29	445	38	12	x	i
DSG3 Ab inh	89	x	97	94	95	100

(more compounds)
33	Cc1cccc(/C=N/c2sc3c(c2C#N)CCN(Cc2ccccc2)C3)c1O
34	CCOC(=O)c1c(C)n(C)c2ccc(OC)c(NC(=O)CN3CCC(C(=O)OCC)CC3)c12
35	C=C1C(=O)O[C@@]23[C@H]1CC[C@@H](C)[C@@H]2CC[C@@]1(C)O[C@@H]31
36	O=S(=O)(Nc1ccccc1Cl)c1ccc(F)cc1
37	CCn1c(CCn2c3ccccc3c3ccccc32)n[nH]c1=S
38	Cc1cccc2cc(CN(CCN3CCCC3)C(=O)NC3CCCCC3)c(=O)[nH]c12
39	O=C(N/N=C/c1ccccc1C(=O)O)c1ccc(COc2cccc3cccnc23)cc1
40	Cc1cc(F)ccc1S(=O)(=O)N1CCCOC1CNC(=O)C(=O)NC1CC1 (stereo not drawn)
41	CCCCn1c(N)c(N(CC)C(=O)Cc2ccc(S(=O)(=O)N3CCOCC3)s2)c(=O)[nH]c1=O
42	Cc1ccc(S(=O)(=O)N(C)c2ccc(C(=O)Nc3ccccn3)cc2)cc1
43	CCOC(=O)Cn1nc(C)n(-c2ccc(C)cc2)c1=O
assay / compound	33	34	35	36	37	38	39	40	41	42	43
SR-BI HDL uptake	-4	4	-37	4	-29	-22	-3	-11	-5	6	-25
dFosB activator	5	4	-12	3	-3	-1	-5	2	-2	-1	2
SR-BI uptake up	4	-4	37	-4	29	22	3	x	5	-6	25
MITF TRPM1 HTS	0	x	-86	-9	8	-1	-4	-4	8	30	-1
NSD2 HMT inh	0	-2	x	-2	-1	-2	4	0	x	0	-1
CDK5 p35 inh	1.1	1.6	1.3	0.6	3.1	-2.9	1.5	-0.6	-4.8	0.9	-0.5
PKA-R1A act	-10	-10	3	-2	-5	2	-11	3	-16	-15	-14
PKA-R2B act	-1	-3	-3	8	-4	0	-4	3	-11	-6	-13
Arr AP2 block	3	-1	22	-13	9	13	3	35	2	-7	1
SUMO Mot1 rescue	-4	-4	235	8	-17	x	-11	-13	-9	9	-1
DSG3 Ab inh	137	x	101	100	84	132	122	105	108	97	99
